GPR55 activation: selective activators of receptor GPR55 – imaging, U2OS cells, beta-arrestin-GFP redistribution, primary screen (AID 1961); U2OS GPR55 beta-arrestin-GFP redistribution imaging; higher % means a stronger effect; one-dose activation, % at 10 µM; EC50 in µM for titrated hits; actives 0.048% (n = 290,000);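 active = activation above 40% with more than 50 cells counted in the well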;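 also: U2OS osteosarcoma cells stably expressing GPR55 and beta-arrestin-GFP; plate controls were DMSO negative control for no effect and LPI positive control for full effect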
CSM14.1 death rescue: protection against thapsigargin-triggered cell killing – 384-well, CSM14.1, ATP luminescence, primary screen (AID 1222); CSM14.1 thapsigargin-induced death rescue, ATP luminescence; higher % means a stronger effect; cellular ATP content (survival), % at 20 µM, or EC50 in µM where a hit was titrated; 190,000 tested, under 10 active;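 active = EC50 below 50 µM in the dose-response confirmation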;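 also: death triggered by thapsigargin at about 15 µM added after 2 h compound pretreatment; cell ATP read after overnight thapsigargin exposure of roughly 18 to 22 hours; normalized against plate controls of thapsigargin alone and 5% DMSO vehicle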
KOR beta-arrestin-1: KOR agonists, beta-arrestin recruitment, primary screen, cell-based, luminescence, uHTS (AID 1777); KOR beta-arrestin recruitment, luminescence; higher % means a stronger effect; activation, % at 10 µM, or EC50 in µM where a hit was titrated; actives 0.02% (n = 280,000); in the data active = activation above about 50%, passing the limit was not always enough; also: a part of the inactive calls stands beside numbers as strong as those of hits
NTR1 ag: agonists of NTR1, primary screen, imaging, U2OS cells, beta-arrestin-GFP, high content (AID 493036) | P30989 | NTR1-U2OS beta-arrestin-GFP spot imaging, agonist mode | activation, % at 20 µM | actives 0.17% (n = 330,000);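 active = activation at or above 40% of the spot to cytoplasm intensity ratio, with at least 20 cells analyzed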;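 also: 0% = DMSO without peptide and 100% = 100 nM NTR1 peptide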
Target sequence (P30989 whole entry, looked up): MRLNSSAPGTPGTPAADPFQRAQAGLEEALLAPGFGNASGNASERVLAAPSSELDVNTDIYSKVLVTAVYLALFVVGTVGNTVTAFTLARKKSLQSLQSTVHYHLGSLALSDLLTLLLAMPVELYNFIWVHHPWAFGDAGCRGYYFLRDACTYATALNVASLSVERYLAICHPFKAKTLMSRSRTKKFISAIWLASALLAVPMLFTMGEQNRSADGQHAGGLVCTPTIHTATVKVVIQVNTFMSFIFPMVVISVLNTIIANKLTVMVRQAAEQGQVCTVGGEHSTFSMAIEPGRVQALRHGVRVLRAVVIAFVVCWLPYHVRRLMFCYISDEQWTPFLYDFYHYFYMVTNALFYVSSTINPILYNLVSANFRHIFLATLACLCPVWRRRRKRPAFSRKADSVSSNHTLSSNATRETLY
KOR beta-arrestin-2: KOR antagonists, beta-arrestin recruitment, cell-based, luminescence, uHTS (AID 1778); KOR beta-arrestin recruitment, luminescence, antagonist mode; higher % means a stronger effect; one-dose inhibition, % at 10 µM; IC50 in µM for titrated hits; actives 0.091% (n = 290,000); also: strong numbers were not always called active
TNAP activators: human TNAP enzyme activators, primary screen, biochemical, luminescent, no phosphate acceptor, uHTS (AID 1001). purified TNAP, luminescent activation assay, no phosphate acceptor; higher activation fold means a stronger effect. activation fold at 20 µM; hits with a dose series show EC50 in µM. actives 0.03% (n = 200,000); in the data active = activation fold from about 3, or a potency from the dose series; inactive = the rest, 99 in 100 with activation fold below about 1.6; also: many of its hits are not listed in these tables
NOD2 inhibition: inhibition of NOD2-driven NF-kB reporter – cell-based, luminescence, uHTS, HEK293 (AID 1566) | actives 0.63% (n = 290,000) | HEK293 NOD2/NF-kB luciferase reporter, luminescence; higher % means a stronger effect | inhibition, % at 4 µM; hits with a dose series show EC50 in µM; also: many of its hits are not listed in these tables
NOD1 inhibition: NOD1 signaling inhibitors, primary screen, cell-based, luminescence, uHTS (AID 1578). actives 1% (n = 290,000). NOD1-driven NF-kB luciferase reporter cells, luminescence; higher % means a stronger effect. one-dose inhibition, % at 4 µM; EC50 in µM for titrated hits; in the data active = inhibition mostly above about 36%, no sharp cut-off; inactive = mostly below about 34%;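 also: HEK-293T reporter cells stimulated with the NOD1 agonist gamma-tri-DAP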
Yfh1-off respiration: enhancers of respiration in Yfh1-depleted yeast, dose response, Friedreich's ataxia, plus single-dose screen (AID 1465); S. cerevisiae Yfh1-off respiration, WST-1 reduction, 72 h; higher fold induction means a stronger effect; one-dose fold induction at 50 µM; EC50 in µM for titrated hits; actives 0.074% (n = 220,000);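 active = fold induction of absorbance versus untreated yeast above a set limit, then at least 30% activation at any dose in follow-up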;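 also: activators that raise dye reduction in frataxin-depleted yeast; strong numbers were not always called active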
NTR1 ag cell count 20 µM: also measured in NTR1 ag; calls as there; cell count; measured here: cell count, cytotoxicity flag
An asterisk follows results filed as active; i = inactive; . = no result given; [ ] = dose if it differs, or a comment. Rule as the data show it, unless noted: active = inhibition above about 50%; inactive = the rest. An excerpt (hit frequency here may not be typical).

SMILES	GPR55 activation	CSM14.1 death rescue	KOR beta-arrestin-1	NTR1 ag	NTR1 ag cell count 20 µM	KOR beta-arrestin-2	TNAP activators	NOD2 inhibition	NOD1 inhibition	Yfh1-off respiration
Cc1ccc(SCC(=O)NCCN2C(=O)CSC2=O)cc1C	0.0%	-2.5%	0.0%	-0.7	60	0%	1.2	-40%	-39%	i
O=C(Nc1ccc(OCC(=O)N2CCOCC2)cc1)c1cccc(Cl)c1	-0.1%	.	1.0%	0.3	60	-1%	.	2%	-38%	.
CCCCC(=O)NC(c1cccs1)c1cc(Cl)c2cccnc2c1O (stereo not drawn)	-0.1%	-0.4%	.	2.3	30	3%[20 µM]	1.1	22%	-31%	8.5µM*
O=C(CSc1nc(-c2ccccc2)nc2ccc(F)cc12)Nc1cccc(C(=O)O)c1	-0.1%	.	-0.7%	3.3	54	16%	.	21%	-7%	i
CCOc1ccc(Cl)cc1S(=O)(=O)N1CCC(C(=O)NCc2cccnc2)CC1	-0.2%	.	1.4%	0.3	36	-29%	.	5%	-14%	.
O=C(CCN1CCCCC1)Nc1ccc(Br)cc1	0.3%	-0.1%	-4.1%	-1.4	90	3%	1.1	23%	6%	i
Cc1c(NC(=O)C(=O)/C=C(/O)c2ccccc2)c(=O)n(-c2ccccc2)n1C	-0.3%	4.9%	1.6%	-0.5	40	-20%	1	14%	-9%	i
CS(=O)(=O)N(CC(=O)NCc1ccncc1)c1cc(Cl)cc(Cl)c1	0.3%	1.3%	-4.6%	0.8	94	9%	1.1	-3%	3%	i
COc1cccc(N(CC(=O)NCC2CCCO2)C(=O)CCC(=O)Nc2nccs2)c1 (stereo not drawn)	-0.1%	0.2%	-4.0%	-0.7	62	-26%	1.1	6%	-22%	i
Cc1ccc(NC(=O)CSc2nnc(CNC(=O)c3cccs3)o2)cc1	0.7%	0.1%	-1.3%	6.7	79	2%	1.1	4%	-17%	i
CCOC(=O)c1cc(C(=O)c2cc(Cl)ccc2O)coc1=N	-0.3%	-0.7%	-2.1%	-0.6	27	2%	1	12%	-21%	i
COCC(=O)Nc1cc(Cl)ccc1C(F)(F)F	-0.1%	-0.2%	.	-0.4	37	-6%[20 µM]	1	2%	-18%	i
Cc1ccc(-n2c(=O)[nH]c3c(C(N)=O)nc(C(C)C)nc32)cc1	-0.3%	.	-4.7%	2.3	66	11%	.	8%	-6%	.
Cc1cc(C)c(C(=O)N2CCCC(CNS(=O)(=O)c3cccs3)C2)o1 (stereo not drawn)	-0.1%	.	1.3%	-1.0	43	-4%	.	-4%	-20%	.
CC(=O)c1cc2c(cc1NC(=O)CCc1ccccc1)OCO2	0.1%	0.4%	-1.3%	4.8	58	14%	1.1	4%	-26%	i
Cc1cc(NC(=O)c2ccc(S(=O)(=O)N(C)C)cc2)n(-c2ccccn2)n1	-0.1%	-0.6%	6.7%	2.2	90	-27%	1	2%	13%	i
O=C(NCCc1ccccc1)c1nc(CS(=O)(=O)c2ccc(Cl)cc2)no1	-0.2%	.	-1.1%	-0.8	67	-14%	.	10%	-23%	.
CC1CCc2c(sc(NC(=O)c3c([N+](=O)[O-])cnn3C)c2C(N)=O)C1 (stereo not drawn)	-0.1%	.	-0.9%	-0.7	65	29%	.	11%	-20%	.
C=CCn1c(SCC(=O)N2CCOCC2)nc2ccccc2c1=O	-0.2%	.	-6.9%	-0.4	74	17%	.	4%	-4%	.
O=C(CN1C(=O)CCS(=O)(=O)c2ccccc21)NCc1ccc2c(c1)OCO2	-0.1%	-2.0%	10%	-0.2	44	-9%	0.9	-11%	-10%	i
CN1C(=O)c2ccc(NC(=O)CSc3ccccc3)cc2C1=O	0.2%	.	-1.8%	-0.2	61	-28%	.	9%	-21%	.
CCOC(=O)c1cc2c(C(F)(F)F)cc(-c3cccnc3)nc2o1	-0.2%	0.3%	-1.2%	-0.9	49	14%	1.1	-2%	-12%	i
COC(CNC(=O)c1ccc2c(c1)ncn2-c1ccc(C)cc1C)OC	0.0%	.	-2.4%	-1.5	52	20%	.	19%	2%	.
COc1cc(C(Nc2ccccn2)c2c(NC(=O)c3ccco3)sc(C)c2C)cc(OC)c1OC (stereo not drawn)	0.2%	-2.8%	-1.4%	0.8	91	7%	1.1	-4%	-28%	i
COc1cc(/C=N/NS(=O)(=O)c2ccc(C)c([N+](=O)[O-])c2)cc([N+](=O)[O-])c1O	-0.1%	.	-8.2%	-0.8	55	24%[20 µM]	.	6%	-30%	.
CC(C)CCC(CC(C)O)C(=O)NNC(=S)Nc1ccccc1 (stereo not drawn)	-0.3%	.	-1.1%	1.3	40	-10%	.	3%	-1%	i
O=C1NC(c2ccc3c(c2)OCO3)Nc2ccccc21 (stereo not drawn)	0.2%	-1.1%	-6.1%	5.7	37	-17%	1.1	-6%	-3%	i
COC(=O)[C@H]1[C@H](C(=O)OC)[C@@H](C(=O)OC)N(c2ccc(OC)cc2)[C@@H]1C(=O)OC	-0.5%	-1.6%	4.4%	0.2	45	-42%	1.1	5%	-28%	i
Cc1cccc(/C=N/n2c(C)nc3ccccc3c2=O)c1	0.0%	.	-3.7%	1.6	78	-26%	.	9%	-3%	.
O=C(Nc1ccccc1)OCc1cc(-c2ccccc2Cl)on1	0.2%	-0.5%	0.6%	-0.2	46	10%	1	-77%	-20%	.

Overlap with the part before: three entries, followed by the next part.
SMILES	GPR55 activation	CSM14.1 death rescue	KOR beta-arrestin-1	NTR1 ag	NTR1 ag cell count 20 µM	KOR beta-arrestin-2	TNAP activators	NOD2 inhibition	NOD1 inhibition	Yfh1-off respiration
COC(=O)[C@H]1[C@H](C(=O)OC)[C@@H](C(=O)OC)N(c2ccc(OC)cc2)[C@@H]1C(=O)OC	-0.5%	-1.6%	4.4%	0.2	45	-42%	1.1	5%	-28%	i
Cc1cccc(/C=N/n2c(C)nc3ccccc3c2=O)c1	0.0%	.	-3.7%	1.6	78	-26%	.	9%	-3%	.
O=C(Nc1ccccc1)OCc1cc(-c2ccccc2Cl)on1	0.2%	-0.5%	0.6%	-0.2	46	10%	1	-77%	-20%	.
O=C(O)/C=C/c1ccc(OCCCF)cc1	0.2%	0.2%	-0.7%	1.2	42	-7%	1	10%	-16%	i
O=C(c1cc2cc(C(F)(F)F)ccc2s1)N1CCOCC1	-0.4%	.	-2.7%	2.2	43	-6%	1.2	-5%	-42%	i
Cc1cccc(C)c1NC(=S)NNc1ncc(C(F)(F)F)cc1Cl	0.5%	-0.6%	-4.6%	1.6	59	22%	1.1	18%	10%	i
COC(=O)/C=C1\SC(=NC(=O)c2cccc([N+](=O)[O-])c2)NC1=O	0.2%	.	-3.2%	1.3	44	-10%	.	-2%	-12%	.
O=C(NC1CCCC1)C(c1ccsc1)N(C(=O)Cc1cccs1)c1cccc(F)c1 (stereo not drawn)	-0.1%	-0.8%	9.8%	-0.4	56	5%	1.1	10%	-4%	i
Cc1ccc(/C(N)=N/OC(=O)COc2ccccc2Cl)cc1	0.4%	-1.1%	-7.1%	2.1	55	23%	1.1	-44%	-16%	i
COC(=O)CCC(=O)OC1(C)C(=O)C=C2C=C(C3CC3)N(CCc3c[nH]c4ccccc34)C=C2C1=O (stereo not drawn)	-0.1%	.	-1.7%	-0.8	55	28%	.	18%	-3%	i
COc1ccc(/C=C2\SC(=O)N(CCNC(=O)C3CC(=O)N(c4ccccc4)C3)C2=O)cc1 (stereo not drawn)	-0.1%	-2.1%	8.0%	-1.4	57	-20%	0.9	-57%	34%	i
COc1ccc(CCNC(=S)Nc2ccc(OC)cc2)cc1	0.1%	-0.8%	2.0%	-1.9	70	3%	1	2%	-6%	i
Cc1cccc(N(C)S(=O)(=O)c2ccc(-c3cnc(C4CC4)o3)cc2)c1	-0.4%	.	32%	5.5	66	-260%	.	3%	19%	.
O=C(NNS(=O)(=O)c1ccccc1[N+](=O)[O-])c1ccc(O)cc1	0.2%	-0.2%	-7.4%	0.1	83	-2%	1.1	8%	6%	i
CC(=O)c1c(C)nn(C(=O)N2CCOCC2)c1C	-0.1%	1.1%	0.4%	-0.3	45	27%	1.1	-2%	-1%	i
COC(=O)c1cc(NC(=O)C2CCCN(S(=O)(=O)c3c(C)n[nH]c3C)C2)cc(C(=O)OC)c1 (stereo not drawn)	-0.5%	-2.5%	-2.1%	1.9	56	11%	1	3%	-33%	i
O=C(CCCn1c(=O)[nH]c2ccccc2c1=O)NCCSCc1ccccc1	0.1%	-1.0%	-5.9%	-0.3	53	-11%	1.1	4%	-32%	i
Cc1cc(NC(=O)CCC(=O)N(CCC(C)C)C(C(=O)NC2CCCC2)c2ccccc2C)no1 (stereo not drawn)	-0.2%	.	-0.1%	0.1	36	3%	.	2%	-12%	.
CCOc1ccc(NS(=O)(=O)c2ccc(C(=O)NCCCN3CCOCC3)cc2)cc1	-0.1%	.	-0.5%	-0.3	57	-27%	.	7%	-14%	.
O=C(OCC(=O)N1CCCC1=O)c1ccc(F)c(S(=O)(=O)N2CCOCC2)c1	-0.1%	.	-0.9%	0.6	43	-15%	.	7%	9%	.
Cc1nc2ncnn2c(N2CCCC(C(=O)Nc3ccc4c(c3)CCC4)C2)c1C (stereo not drawn)	-1.0%	0.4%	-8.9%	4.1	55	-93%	1.1	37%	32%	i
CCOC(=O)C1CCN(S(=O)(=O)c2c(C(=O)N3CCCCC3)c(C)n(C)c2C)CC1	0.1%	.	-3.2%	1.4	67	4%	.	1%	-27%	.
COc1ccc(Nc2oc(-c3ccc(F)cc3)nc2C#N)cc1	0.1%	.	-2.6%	-1.2	51	-5%	.	-94%	-10%	i
CC/C(=N\NC(=O)c1c(-c2ccccc2)noc1C)c1ccc(C)o1	-0.1%	-1.0%	-0.6%	2.3	64	15%	1.1	5%	9%	i
FC(F)(F)COc1nc(OCC(F)(F)F)nc(N2CCN(c3ccccc3)CC2)n1	-0.3%	-0.1%	2.8%	2.3	51	-59%	1.1	3%	-6%	i
Cc1ccc(N(CC(=O)NCCc2ccccc2)C(=O)c2csnn2)cc1	-0.2%	.	3.6%	0.0	63	6%	.	0%	-8%	.
Cc1cc(=O)oc2cc(OCC(=O)OCC(=O)Nc3ccccc3F)ccc12	1.3%	2.6%	-1.2%	0.9	67	8%	1.1	7%	-14%	i
CCN(CC)C(=O)CSc1nc(-c2ccc(C)cc2)nc2c1COC(C)(C)C2	0.3%	-0.1%	-1.2%	3.6	89	14%	1	-5%	-3%	i
CN(CCN1CCOCC1)C(=O)c1cc(COc2ccc(F)c(F)c2)on1	-0.1%	.	9.0%	0.9	64	-17%	.	6%	-22%	.
Cc1ccc(N=Cc2ccc(O)cc2O)cc1F	-0.4%	-0.8%	7.3%	33	96	-12%	1	-17%	-22%	i
O=S(=O)(NCCO)c1cccc2cccnc12	-0.1%	-0.7%	4.7%	-0.7	60	15%	1.1	16%	6%	i

Assay outcomes (PubChem)
